# Screening results deposited in PubChem by National Center for Advancing Translational Sciences (NCATS).
# TrxR1 substrate = qHTS Assay for Substrates of Mammalian Selenoprotein Thioredoxin Reductase 1 (TrxR1): qHTS; purified TrxR1 substrate turnover, NADPH consumption readout; Thioredoxin reductase 1, cytoplasmic (Rattus norvegicus), O89049; Potency, µM (titrated, usually from 114 µM), inactives show at the top dose activity change, negative = substrate turnover; 0.01% of 390,000 active; AID 588456, 2011; further: potency means the concentration at half of the fitted maximal effect; on the % scale 0 is the no-effect control and ±100 the full control effect; nearly all actives have a fitted effect of over 50% in size
#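 Rat TrxR1, dispensed at 90 nM, was prereduced with 400 uM NADPH (final) for 5 min at ~22 deg C, then incubated with compound 15 min before 400 uM selenite. A first-read NADPH fluorescence drop versus no-compound background flagged substrates.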
# TRHR ag = qHTS for Small Molecule Agonists and Allosteric Enhancers of Human TRH Receptor: Primary Screen for Agonists | 0.18% of 360,000 active | AID 493084, 2011 | activation, % at 2 µM | TRHR cells, calcium flux fluo-8, FDSS agonist mode | Thyrotropin-releasing hormone receptor (Homo sapiens), P34981; in the data active means activation above about 30%; further: 0% is about no effect
#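 Agonist-mode FDSS calcium read (Ex 480/Em 530, 1 s cycles) in 1536-well TRHR cells with fluo-8 dye, after 10-cycle baseline and 23 nL compound addition; TRH at EC20 (10 nM final) added afterwards for the enhancer phase.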
# TrxR1 inh = qHTS Assay for Inhibitors of Mammalian Selenoprotein Thioredoxin Reductase 1 (TrxR1): qHTS; Thioredoxin reductase 1, cytoplasmic (Rattus norvegicus), O89049; Potency, µM (titrated, usually from 114 µM), for the others: top-dose activity change, negative = inhibition, hits mostly inhibitors; recombinant rTrxR1, NADPH fluorescence consumption, selenite substrate; 1% of 390,000 active; further: potency means the concentration at half of the fitted maximal effect; on the % scale 0 is the no-effect control and ±100 the full control effect; nearly all actives have a fitted effect of over 65% in size
#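 Rat TrxR1 (90 nM in the dispensed reagent) was pre-reduced with 400 uM NADPH for 5 min at room temperature, then incubated with compound for 15 min. After 400 uM selenite was added, NADPH fluorescence (Ex 340/Em 450 nm) was followed for 8 min.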
# TRHR PAM = qHTS for Small Molecule Agonists and Allosteric Enhancers of Human TRH Receptor: Primary Screen for Enhancers. TRHR cells, fluo-8 calcium fluorescence, EC20 TRH enhancement. enhancement, % at 2 µM. 0.66% of 360,000 active. AID 493056, 2011; in the data active means enhancement above about 30%; further: 0% is about no effect
#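 TRHR-expressing cells loaded with fluo-8 calcium dye were read kinetically (ex 480/em 530) during compound addition, then stimulated with an EC20 of TRH (10 nM final). Enhancement of the Gq-mediated intracellular calcium response was scored.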
# D2 ag = HTS Assay for Allosteric Agonists of the Human D2 Dopamine Receptor: Primary Screen for Agonists. 0.53% of 340,000 active. AID 485358, 2010. HEK293 T-REx D2 cells, calcium flux agonist mode. D(2) dopamine receptor (Homo sapiens), P14416. activation, % at 2 µM;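 active means activation over 3 SD above normal in the single-dose calcium agonist read, cut at about 30% in these data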; further: 0% is about no effect
# Target sequence (P14416 whole entry, looked up): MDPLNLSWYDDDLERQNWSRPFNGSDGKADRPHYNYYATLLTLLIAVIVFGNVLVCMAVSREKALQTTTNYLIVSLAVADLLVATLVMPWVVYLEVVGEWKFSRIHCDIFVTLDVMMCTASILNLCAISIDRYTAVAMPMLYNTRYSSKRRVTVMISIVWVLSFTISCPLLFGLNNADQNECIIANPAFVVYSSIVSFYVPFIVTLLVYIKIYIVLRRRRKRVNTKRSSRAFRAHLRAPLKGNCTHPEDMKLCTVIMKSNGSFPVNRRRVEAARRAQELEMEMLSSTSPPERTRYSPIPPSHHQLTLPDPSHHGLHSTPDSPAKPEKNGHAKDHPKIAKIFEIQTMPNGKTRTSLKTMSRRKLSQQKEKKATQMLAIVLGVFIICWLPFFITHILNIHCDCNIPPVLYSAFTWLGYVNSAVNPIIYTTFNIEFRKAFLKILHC
#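 Tetracycline-induced HEK293 Trex cells with D2 receptor force-coupled to calcium signaling, plated overnight at 30 C and loaded with no-wash calcium dye. Calcium flux read kinetically for 180 s after compound addition; responses flag agonists.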
# Pin1 inh = qHTS Assay to Find Inhibitors of Pin1 | Peptidyl-prolyl cis-trans isomerase NIMA-interacting 1 (Homo sapiens), Q13526 | Pin1 FP peptide displacement, HiFluor488, 10 min | Potency, µM (titrated, usually from 115 µM), for the others: at the highest dose activity, negative = inhibition, usual class: inhibitors | 0.009% of 390,000 active | AID 504891, 2011; active means well fitted inhibition curve with a large enough effect in the polarisation, with a control signal flat, not every such curve was filed as active; inconclusive means small, poorly fitted or top-dose-only effect, or effect the other way, or a change in a side signal; inactive means no such curve, though single readings can be large or run the other way; the % refers to the polarisation; further: potency means the concentration at half of the fitted maximal effect; on the % scale 0 is the no-effect control and ±100 the full control effect
# Target sequence (Q13526 whole entry, looked up): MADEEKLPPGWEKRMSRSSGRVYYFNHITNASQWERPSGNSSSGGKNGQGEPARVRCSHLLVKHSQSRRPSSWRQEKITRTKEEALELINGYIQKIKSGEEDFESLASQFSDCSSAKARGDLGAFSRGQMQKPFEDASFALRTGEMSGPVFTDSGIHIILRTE
# IDH1 R132H inh = qHTS for Inhibitors of mutant isocitrate dehydrogenase 1 (IDH1): qHTS; IDH1-R132H enzyme, NADPH consumption, diaphorase/resazurin fluorescence; Potency, µM (doses to about 76.6 µM), for the others: at the top dose activity change, negative = inhibition, usual class: inhibitors; 0.093% of 390,000 active; further: potency means the concentration at half of the fitted maximal effect; on the % scale 0 is the no-effect control and ±100 the full control effect; nearly all actives have a fitted effect of over 65% in size
# Target sequence (O75874 whole entry R132H, stated change not applied): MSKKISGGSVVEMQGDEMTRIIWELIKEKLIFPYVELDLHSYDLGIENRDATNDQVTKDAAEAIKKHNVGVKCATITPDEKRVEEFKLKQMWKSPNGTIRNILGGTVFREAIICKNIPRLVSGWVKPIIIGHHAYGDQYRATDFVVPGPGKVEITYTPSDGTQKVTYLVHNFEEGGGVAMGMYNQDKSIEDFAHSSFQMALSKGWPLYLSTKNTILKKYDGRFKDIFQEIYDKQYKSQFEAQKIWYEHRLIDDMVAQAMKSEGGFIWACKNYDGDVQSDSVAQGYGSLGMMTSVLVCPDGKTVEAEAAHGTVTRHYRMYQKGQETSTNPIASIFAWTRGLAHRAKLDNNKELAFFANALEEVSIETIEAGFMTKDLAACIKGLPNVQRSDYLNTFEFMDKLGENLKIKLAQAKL
#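 IDH1-R132H (0.5 ug/mL dispensed) in pH 7.5 Tris buffer was preincubated 30 min with compound, then given a substrate mix of 0.016 mM NADPH and 2 mM alpha-KG for 80 min at room temperature; remaining NADPH was read by diaphorase/resazurin fluorescence.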
# D2 antag = HTS Assay for Allosteric Antagonists of the Human D2 Dopamine Receptor: Primary Screen for Antagonists. HEK293 TREx D2 cells, calcium flux, dopamine EC80. D(2) dopamine receptor (Homo sapiens), P14416. AID 485344, 2010. inhibition, % at 10 µM. 2% of 340,000 active; in the data active means inhibition above about 30%; further: 0% is about no effect
#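 Tetracycline-induced HEK293 T-REx cells expressing D2 force-coupled to calcium signalling were dye-loaded, exposed to compound for 180 s, then challenged with an EC80 of dopamine; calcium flux was followed kinetically for a further 180 s.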
# USP1-UAF1 inh = Inhibitors of USP1/UAF1: Primary Screen. recombinant USP1/UAF1, Ub-Rhodamine cleavage fluorescence. AID 743255, 2014. Ubiquitin carboxyl-terminal hydrolase 1 (Homo sapiens), O94782. 0.23% of 390,000 active. Potency, µM (doses to about 57.1 µM), inactives show at the highest dose activity change, negative = inhibition, usual class: inhibitors; further: potency means the concentration at half of the fitted maximal effect; on the % scale 0 is the no-effect control and ±100 the full control effect; nearly all actives have a fitted effect of over 60% in size; inactives centre near -12
#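 Step one: compound is pinned into 1nM USP1/UAF1 in HEPES pH 7.8 buffer with TCEP. Step two: 15 min room-temperature incubation. Step three: Ub-Rho (150nM final) starts cleavage, tracked by fluorescence over six one-minute reads.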
# Starred values were filed as active, the others as inactive; ? = inconclusive; nt = not tested or not shown; & = joins results of further samples; [ ] = dose if it differs, or a comment. Unless noted, the call rests on the fitted dose curve; in most records, active means well fitted inhibition curve with a large enough effect; inconclusive means small, poorly fitted or top-dose-only effect; inactive means no such curve, though single readings can be large or run the other way.
SMILES,TrxR1 substrate,TRHR ag,TrxR1 inh,TRHR PAM,D2 ag,Pin1 inh,IDH1 R132H inh,D2 antag,USP1-UAF1 inh
COc1ccc(C2(C)NC(=O)N(CC(=O)Nc3ccc4c(c3)OCO4)C2=O)cc1OC (stereo not given),-2%,0.5,11%,6,0.1,-1%,6%,-5,1%
COc1ccc2c(c1OC)C(=O)N1c3ccccc3SC21 (stereo not given),55%[activator],0.1,15%,39*,0.0,0%,13%,-4,-14%
COCCCNC(=O)CCCN1C(=O)c2cccnc2Sc2ccccc21,2%,-0.2,13%,16,-0.5,-3%,-3%,-8,-10%
Cc1ccc(CNC(=O)c2c(O)nc3ccccn3c2=O)cc1,12%,-0.4,5%,15,1.0,-4%,14%,nt,-9%
COC(=O)c1ccc(NC(=O)CSc2ccccc2)cc1,-6%,-0.3,-16%,2,1.0,3%,0%,-4,-15%
CC(=O)Nc1ccc(OCC(=O)c2ccc(C)cc2C)cc1,-10%,-0.2,-8%,2,1.2,-7%,3%,4,-1%
O=C(NCCc1ccccc1)c1cc(-c2ccc3c(c2)OCO3)on1,0%[57.1 µM],0.9,19%[57.1 µM],11,-1.6,-5%,2%,1,-4%
c1ccc(CN2CCN(c3nc(N4CCOCC4)c4ccccc4n3)CC2)cc1,9%[57.1 µM],nt,12%[57.1 µM],nt,nt,4%,-1%,nt,-16%
O=C(NCc1cn2ccsc2n1)Nc1cccc(Cl)c1,-6%,-0.7,1%,1,-1.8,1%,10%,-4,2%
COc1cccc(CNC(=O)C(CCSC)NS(=O)(=O)c2ccc3c(c2)oc(=O)n3C)c1 (stereo not given),6%,0.0,17%[57.1 µM],-4,1.1,-9%,7%,-20,-13%
CN(C)CCNC(=O)c1onc(CSc2nc3ccccc3[nH]2)c1C(=O)NCCN(C)C,6%[57.1 µM],0.4,-7%,-3,-1.2,-1%,3%,21,-13%
COc1ccccc1O,3%,0.5,-2%,28,0.6,4%,12%,-2,-20%
Cc1ccc(-n2c(SCC(N)=O)nnc2-c2cccnc2)c(C)c1,13%[57.1 µM],0.9,6%[57.1 µM],-2,-0.2,-14%,9%,-14,-20%
Cc1cc(C)n2ncc(C(=O)NCc3ccccc3)c2n1,55%[activator],0.3,-8%,-3,0.5,6%&-2%,-2%,-11,0%
CCc1ccccc1N(C)C(=O)CCc1nc(-c2ccc(C)cc2)no1,5%[57.1 µM],0.0,10%,3,0.0,-5%,2%,11,-15%
O=C(Nc1ccc(Cl)c(Cl)c1)OCCNC(=O)c1ccncc1,-16%[57.1 µM],-0.7,19%[57.1 µM],5,0.4,2%,2%,3,-3%
CCOC(=O)N1CCc2c(sc(NCc3ccc(OC)c(OC)c3OC)c2C(=O)Nc2ccc(OC)cc2OC)C1,0%[57.1 µM],-0.4,9%[57.1 µM],-1,-0.1,-1%,-7%,nt,-25%
CN(Cc1ccc(C(C)(C)C)cc1)C(=O)Cc1ccc(S(=O)(=O)N2CCOCC2)s1,-10%,2.2,10%,7,0.5,41%[activator],-7%,4,-21%
O=C(NCc1cccnc1)/C(=C/c1ccc(-c2cccc(C(F)(F)F)c2)o1)NC(=O)c1ccccc1,-8%,-0.5,3%,-4,-1.0,0%,-2%,-18,-6%
N#CC1=C(SCC(N)=O)NC2=C(C(=O)c3ccccc32)C1c1ccc(Cl)cc1 (stereo not given),-3%,-0.2,?,4,0.2,1%,-6%,-6,-30%

# TRHR PAM, hit marks shown above
SMILES | TrxR1 substrate | TRHR ag | TrxR1 inh | TRHR PAM | Pin1 inh | IDH1 R132H inh | D2 antag | USP1-UAF1 inh
COc1ccc2c(c1OC)C(=O)N1c3ccccc3SC21 (stereo not given) | 55%[activator] | 0.1 | 15% | 39* | 0% | 13% | -4 | -14%

# Next section:
SMILES,TrxR1 substrate,TRHR ag,TrxR1 inh,TRHR PAM,D2 ag,Pin1 inh,IDH1 R132H inh,D2 antag,USP1-UAF1 inh
CC(=O)c1ccc(NC(=O)C2=CC(c3ccco3)=NS(=O)(=O)N2C)cc1,-13%,0.0,-16%,5,-0.1,-21%,7%,3,-18%
CC1CC1C(=O)OCC(=O)NCc1ccccc1 (stereo not given),-3%,nt,1%,nt,nt,3%,7%,nt,-14%
O=C(Nc1ccc2c(c1)OCCO2)N1CCN(c2ccc(F)cc2)CC1,1%[57.1 µM],-0.9,-10%[57.1 µM],0,-1.4,?,-2%,-19,-5%
CCOC(=O)Nc1nnc(-c2ccccc2OC)s1,14%,1.1,15%,-3,1.2,1%,0%,-22,-20%
CNc1ncc(C(=O)c2ccccc2)s1,-11%,0.4,-10%,10,0.8,1%,0%,4,0%
COC(=O)[C@H](C)NC(=O)NCc1ccc(S(N)(=O)=O)cc1,2%,1.0,18%,2,0.4,6%,-3%,-7,-6%
O=C(Nc1ccc2c(c1)OCO2)c1cncc(Br)c1,5%[57.1 µM],0.7,4%,5,1.6,4%,9%,-2,4%
CN(c1ccccc1)S(=O)(=O)c1cccc(NC(=O)CSc2nccc(=O)[nH]2)c1,0%,nt,20%,nt,nt,1%,-3%,nt,-7%
O=C(NCCC1=CCCCC1)c1ccc([N+](=O)[O-])cc1,-8%,-1.8,-7%,-5,nt,-2%,8%,nt,-19%
CC(C)N1CCc2c(sc(NC(=O)Cc3ccccc3)c2C(N)=O)C1,10%[57.1 µM],0.8,3%[57.1 µM],2,0.4,1%,0%,40*,-18%
CC(C)(C)S(=O)N1Cc2cc(=O)n(Cc3ccccc3)c(CCO)c2[C@H]1CCO (stereo not given in full),17%,nt,1%,nt,nt,5%,11%,nt,-19%
Cc1ccc2[nH]c(C(=O)O)c(NC(=O)CN3CCN(c4cccc(C)c4C)CC3)c2c1,-6%[57.1 µM],-0.1,4%[57.1 µM],9,-0.3,-7%,6%,-9,-18%
O=C(N/N=C/c1cccnc1)c1ccc(NC(=O)c2ccccc2Cl)cc1,11%[0.0914 µM],1.1,12%[57.1 µM],31*,0.3,-1%,7%,-28,-6%
Cc1cccc(OCC(=O)N2CCc3ccccc3C2)c1,-9%[57.1 µM],-1.2,-4%[57.1 µM],6,-0.4,-4%,-3%,-21,-5%
CCOC(=O)N1CCN(C(=O)C2CCN(Cc3ccc(OC)cc3OC)CC2)CC1,-6%,-0.1,3%,2,1.0,3%,3%,-20,5%
COc1ccc(Br)cc1CNC(=O)C1CCN(c2nnc(-n3cccc3CNc3ccc(C)cc3)s2)CC1,4%,-0.1,-19%,-6,-0.4,27%,nt,nt,-16%
CCc1ccc(-c2cc(C(=O)NN3CCOCC3)c3ccccc3n2)cc1,11%[57.1 µM],-0.3,3%[57.1 µM],3,0.1,-5%,1%,16,-25%
COc1ccc(CCCc2nnc(SCc3nc4ccccc4c(=O)[nH]3)n2C)cc1,7%[57.1 µM],-0.5,9%[57.1 µM],2,0.4,-14%,2%,-6,8%
CCN(c1cccc(C)c1)S(=O)(=O)c1nnc(NC(=O)c2cccs2)s1,-5%,-0.2,3%,1,-0.6,?,-12%,nt,-25%
CCc1ccc(N(CC(=O)O)S(=O)(=O)c2c(C)noc2C)cc1,4%,0.7,22%,0,0.6,-5%,1%,26,-24%
Cc1cccc(C(=O)NNC(=O)c2cccc([N+](=O)[O-])c2)c1,6%[57.1 µM],-0.1,27%[57.1 µM],0,0.4,0%,5%,-1,-19%
COc1ccccc1C(=O)CC1(O)C(=O)N(CC(N)=O)c2ccccc21 (stereo not given),5%,-0.3,19%,4,0.3,8%,0%,nt,-14%
CCc1ccc(S(=O)(=O)c2nnn3c2nc(N2CCCC(C)C2)c2cc(Cl)ccc23)cc1 (stereo not given),30%,0.5,21%,-10,0.8,6%,-11%,nt,6%
Cn1c(O)c(N=NC(=O)CNC(=O)c2ccco2)c2ccccc21,-7%,0.3,9%,-7,-0.2,5%,-3%,-7,3%
Cc1c(NC(=O)CSc2nnc(-c3cccc(Cl)c3)o2)c(=O)n(-c2ccccc2)n1C,5%[57.1 µM],0.2,-1%,1,1.8,1%,0%,3,1%
Cc1cc(C)cc(NC(=O)c2sc3nc(-c4ccccc4)cn3c2C)c1,1%[57.1 µM],0.3,12%[57.1 µM],-13,1.4,34%[activator],7%,nt,-18%
Cc1nc(C)c(C(=O)C2=C(O)C(=O)N(CCCN(C)C)C2c2ccco2)s1 (stereo not given),nt,0.2,nt,0,1.3,nt,nt,-18,nt
Cc1ccc(-n2ncc3c(N4CCC(C(N)=O)CC4)ncnc32)cc1,9%[57.1 µM],-0.5,10%[57.1 µM],-4,-0.6,3%,-8%,nt,-21%
COc1ccc(/C(O)=C2/C(=O)C(=O)N(Cc3cccnc3)C2c2ccccn2)cc1 (stereo not given),-9%,0.4,-3%,5,-0.9,-8%,5%,-15,1%
COC(=O)c1ccc(S(=O)(=O)N2CCCN(Cc3ccccc3)CC2)n1C,5%,-0.4,-13%[57.1 µM],-2,0.8,-6%,2%,0,-11%
N/C(=N\OC(=O)N1CCOCC1)c1ccc(Br)cc1,2%,-0.2,8%,4,-1.0,-1%,2%,-1,-16%
OCCc1c[nH]c2ccc(C(F)(F)F)cc12,2%,1.1,12%,0,nt,-1%,-2%,nt,-11%

# This is a subset; the hit share may differ from the screen's.
